Source: PubChem
N370S GC mod: inhibits or activates N370S mutant glucocerebrosidase; hit rate 0.092% among 330,000; N370S GC spleen homogenate, 4MU-glucoside fluorescence; Potency, µM (doses to about 59.4 µM), without a hit: top-dose activity change, negative = inhibition, most hits filed as inhibitors; P04062;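 further: 0% = full enzyme activity and -100% = no enzyme basal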
KAT2A inh: blocks human GCN5L2 histone acetyltransferase | Q92830 | GCN5L2 HAT assay, ThioGlo1 CoA-SH fluorescence | Potency, µM (doses to about 58.9 µM), without a hit: top-dose activity change, negative = inhibition, most hits filed as inhibitors | hit rate 0.21% among 390,000
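Preincubate 20nM GCN5L2 with compound 15 min, RT → add 50uM ThioGlo1 + 75uM H3(1-25) + 70uM acetyl-CoA → read fluorescence 0 and 20 min. Primary qHTS; fluorescent artifacts likely.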
FEN1 inh: inhibitors of human flap endonuclease 1; AID 588795; Potency, µM (titrated, usually from 114 µM), inactives show at the highest dose activity change, negative = inhibition, hits mostly inhibitors; Recombinant FEN1 flap cleavage, fluorescence, 15 min; P39748; hit rate 0.35% among 390,000; further: nearly all actives have a fitted effect of over 65% in size
Target sequence (P39748 whole entry, looked up): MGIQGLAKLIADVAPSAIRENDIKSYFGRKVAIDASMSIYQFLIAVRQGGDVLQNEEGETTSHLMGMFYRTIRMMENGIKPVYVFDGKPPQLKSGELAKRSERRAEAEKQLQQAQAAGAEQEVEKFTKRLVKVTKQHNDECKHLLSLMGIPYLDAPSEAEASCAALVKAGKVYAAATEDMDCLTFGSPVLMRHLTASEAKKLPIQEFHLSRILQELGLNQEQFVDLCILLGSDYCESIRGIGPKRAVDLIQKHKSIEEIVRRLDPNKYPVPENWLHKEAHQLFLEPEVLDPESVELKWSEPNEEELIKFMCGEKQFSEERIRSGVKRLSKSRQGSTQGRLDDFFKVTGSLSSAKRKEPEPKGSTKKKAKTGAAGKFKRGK
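Read-out was taken twice, immediately and after 15 min, following addition of 50 nM substrate to 10 nM FEN1 that had sat with test compound for 15 min at room temperature. Curves came from a four-parameter Hill model.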
* marks the source's active call; other numbers are inactive results; ? = inconclusive; . = not tested or not shown; & = joins results of further samples; [ ] = remark or other dose. The call rests on the fitted dose curve; in most records, active means well fitted curve in the direction sought with a large enough effect; inconclusive means small, poorly fitted or top-dose-only effect, or another doubt; inactive means no such curve, though single readings can be large; an effect the other way counts as inactive or inconclusive. Unless noted, on the % scale 0 is the no-effect control and ±100 the full control effect; potency means the concentration at half of the fitted maximal effect. This is a subset, so the mix of outcomes need not match the whole.

FEN1 inh,compound,N370S GC mod,KAT2A inh
-3%,CCN(Cc1nc2ccccc2c(=O)[nH]1)C(=O)CN1C(=O)NC2(CCCCC2C)C1=O (stereo unspecified),.,-2%
.,COCCn1c(=O)c(C)nc2cncnc21,5%,-2%
-4%,NCCCC[C@H](N)c1nnc([C@H](CCC(=O)O)NC(=O)C2CCNCC2)o1,1%,-2%
.,O=C(c1cccc(F)c1)N1CCC2(CC1)CCN(c1ccccc1)CC2,-1%,0%
-2%,O=C(O)CCn1nnc(-c2ccccc2)n1,-5%,-2%
-12%,COc1cccc(C2C(C#N)=C(N)OC3=C2C(=O)CC(c2ccco2)C3)c1OCc1ccc(F)cc1 (stereo unspecified),26%,-23%
18%,COc1ccc([N+](=O)[O-])cc1NC(=O)c1cc(C)c(C)o1,11%,-7%
-5%,CC(C(=O)Nc1nc2ccccc2s1)n1cc([N+](=O)[O-])cn1 (stereo unspecified),-7%,-17%
0%,Cc1cccc(C)c1NC(=O)CN(C)C(=O)C(c1ccccc1)c1ccccc1,2%,0%
-7%,Brc1ccc(CNc2cc3c(cc2Br)OCCO3)cc1,12%,6%
-23%,COc1ccc2c(C)nc(Nc3nc(C)cc(C)n3)nc2c1,-5%,-2%
-12%,Cn1ccnc1SCC(=O)Nc1cccc(C#N)c1,.,-3%

Remaining list, next part.
FEN1 inh,compound,N370S GC mod,KAT2A inh
8%,O=C(c1ccco1)N1CCN(C(=O)c2ccccc2Oc2ccccc2)CC1,2%,0%
-14%,C/C(=N\NC(=O)c1c(Cl)c(C)nn1C)c1cccc(NC(=O)COc2ccc(Cl)cc2)c1,-1%,-2%
-1%,COc1ccccc1-c1ocnc1C(=O)N1CCN(S(=O)(=O)c2ccc(NC(C)=O)cc2)CC1,-3%,-1%
2%,CS(=O)(=O)N(CCc1ccccc1)CC(=O)NCc1cccnc1,1%,-1%
-12%,COc1ccc(-c2cc(Cl)cc3c(=O)c4ccccc4n(C)c23)cc1F,-3%,-19%
-4%,CCOC(=O)c1cc(OC(=O)c2cccs2)n(-c2ccccc2)n1,-4%,2%
-9%,COC(=O)c1ccccc1NC(=O)C(=O)NCc1ccncc1,12%,-2%
12%,CC1=C(C(=O)Nc2ccc(C)cc2)C(c2ccccc2Cl)n2nnnc2N1 (stereo unspecified),.,-9%
-14%,CS(=O)(=O)N1CCC2(CC1)OCCN2S(=O)(=O)c1ccccc1,4%,-2%
9%,COc1ccc(CN(C)CC(=O)NC(C)c2ccccc2)cc1OC (stereo unspecified),-22%,-1%
-3%,COc1ccc(CCNCCC(=O)Nc2c(C)cc(C)cc2C)cc1OC,-2%,2%
.,CCOC(=O)c1ccccc1NC(=O)CC1Nc2ccccc2NC1=O (stereo unspecified),11%,0%

Continuation.
FEN1 inh,compound,N370S GC mod,KAT2A inh
51%[activator],COc1ccc(Cl)cc1-n1c(CCC(=O)O)ccc1-c1ccc(C)cc1,.,-2%
-12%,CCN(CC)C(=O)CSc1nc2ccc(NC(=O)CSc3nccn3C)cc2s1,0%,-16%
-3%,O=c1c2ccccc2c(C=Nc2ccc(S(=O)(=O)N3CCCCC3)cc2)c(O)n1-c1ccc(Cl)cn1,10%,?
-3%,CC(=O)c1ccc(N2CCN(C(=O)C3CCC3)CC2)cc1,-4%,-17%
-8%,Cc1ccc(N2C(=O)C3C4C=CC(C4)C3C2=O)cc1C (stereo unspecified),2%,0%
.,Cc1cc(=O)c2c(O)c3c(O)cc(O)c4c5c(O)cc(O)c6c(O)c7c(=O)cc(C)c8c1c2c(c34)c(c65)c78,-6%&17%,18µM*
-5%,O=c1c2ccccc2nc(-c2ccc([N+](=O)[O-])cc2)n1O,4%,0%
7%,O=c1[nH]c(C2CCN(S(=O)(=O)c3ccccc3)CC2)nc2c1nnn2Cc1ccc2c(c1)OCCO2,-6%,-11%
-23%,COc1cc(C(=O)NCc2nnc(SCC(=O)Nc3cc(C)cc(C)c3)o2)cc(OC)c1OC,-1%,0%
.,COc1ccccc1C1/C(=C(\O)c2ccc3c(c2)OCCO3)C(=O)C(=O)N1CCCN(C)C (stereo unspecified),-2%,2%
.,C/C(CCC(=O)OC[C@H]1O[C@H](C#Cc2ccccc2)C=C[C@@H]1Oc1ccc(C)cc1)=N\O[C@@H](C)CN1CCCCc2nc(C)c(C)cc21,?,-10%
3%,CCCCN1C(=S)NC[C@@H]1Cc1ccccc1,-1%,-3%

Remaining list, next part:
FEN1 inh,compound,N370S GC mod,KAT2A inh
50µM*,Cc1ccc(S(=O)(=O)NN2C(=O)/C(=C/c3ccc(C(=O)O)cc3)SC2=S)cc1,-7%,1%
-6%,Cc1cc(O)cc(O)c1C(=O)Cc1cscn1,9%,-7%
-8%,CCN(CC)C(=O)c1ccc2c(c1)N(Cc1ccc(C(F)(F)F)cc1)C(=O)c1ccccc1S2,.,-28%
3%,CC(=O)Nc1ccc(N)cc1,3%,-1%
-2%,Cc1nnc(SCC2=C(C(=O)O)N3C(=O)C(NC(=O)Cn4nc(C)c(Cl)c4C)C3SC2)s1 (stereo unspecified),20%,-6%
2%,CCN1C(=O)C2C(c3cccc(F)c3)NC(CC)(C(=O)OC)C2C1=O (stereo unspecified),5%,2%
9%,COc1cccc(NC(=O)N(CCCN2CCOCC2)C(C)c2cc3ccccc3o2)c1 (stereo unspecified),?,-7%
-3%,Cc1cc(C)c(/C=C/c2onc(C)c2S(=O)(=O)N2CCC(C(=O)NCC(C)c3ccccc3)CC2)c(C)c1 (stereo unspecified),.,-7%
-5%,O=C(N/N=C/c1ccc2c(c1)OCO2)c1ccc2ccccc2n1,-2%,-6%
?,COc1cc(N2C(=O)C=CC2=O)c(OC)cc1Cl,-4%,?
-12%,Cc1ncsc1CCOC(=O)c1cccnc1,6%,-3%
0%,CCOC(=O)Cn1nc(/C=C/c2ccccc2)ccc1=O,0%,2%

(next part)
FEN1 inh,compound,N370S GC mod,KAT2A inh
-8%,CCCc1nnc(NC(=O)OCC)s1,-1%,-11%
4%,CCN(CC)C(=O)Oc1ccc2c(=O)c(-c3ccccc3)coc2c1,-3%,?
5%,Oc1ccc2n[nH]nc2c1,11%,-1%
-6%,N#CC1=C(N)N=C(SCc2ccccc2)C(C(N)=O)C12CCCCC2 (stereo unspecified),-4%,-3%
-20%,Cc1ccccc1CN1N=C(/C=C/c2ccccc2)CCC1=O,22%,-23%
-2%,COC(=O)CSc1nc2ccc(NC(=O)c3ccccc3C(=O)N3CCOCC3)cc2s1,14%,-17%
1%,COc1ccc(N(CC(=O)N/N=C/c2cccc(OC)c2OC)S(=O)(=O)c2ccccc2)cc1,-10%,-13%
-4%,Cc1ccc(C)c(N2CCN(C(=O)C3CCCN(S(=O)(=O)c4c(C)[nH]c(=O)[nH]c4=O)C3)CC2)c1 (stereo unspecified),0%,0%
-1%,COc1ncnc2c1NC1=C(S2)C(=NCCC(=O)O)CC(C)(C)C1,5%,-24%
-16%,Cc1cc(Br)cc2c1NC(=O)C2(c1c(C)n(C)n(-c2ccccc2)c1=O)c1c(C)n(C)n(-c2ccccc2)c1=O,2%,-1%
-21%,CCC(C)c1ccc(NC(=O)COc2c(F)c(F)c(C(F)(F)F)c(F)c2F)cc1 (stereo unspecified),-23%,-7%
19%,NC(=S)Nc1ccc2cc[nH]c2c1,-5%,0%

(further entries)
FEN1 inh,compound,N370S GC mod,KAT2A inh
-12%,COC(=O)c1cc(S(=O)(=O)N2CCN(c3ccc(C(C)=O)cc3)CC2)c[nH]1,-18%,0%
8%,CCN(CC)CCOC(=O)/C=C/c1ccccc1OC,13%,-7%
-8%,Cc1ccc(CC(=O)Nc2c(C(=O)N3CCN(c4ccccc4)CC3)oc3ccccc23)cc1,.,-6%
-3%,CCCc1cc(C(=O)NNC(=S)NCC)c2ccccc2n1,-2%,-2%
0%,CC(C)(C)NC(=O)NC(=O)COC(=O)Cn1c(C(F)(F)F)nc2ccccc21,3%,-1%
25%,Cc1cc(OCC(=O)Nc2ccc(CN3CCOCC3)cc2)c2c(C)cc(=O)oc2c1,-3%,-29%
-7%,O=C(c1ccsc1)N1CCCC(N2CCN(c3cccc(Cl)c3)CC2)C1 (stereo unspecified),-1%,-20%
0%,CCCCOc1ccc(C(=O)NCc2ccco2)cc1,10%,-11%
7%,COc1ccc(OC)c(C2C(C(=O)c3sc(C)nc3C)=C(O)C(=O)N2CCN2CCOCC2)c1 (stereo unspecified),-9%,0%
-5%,O=c1cc(-c2ccccc2)nc(SCc2nc(-c3cccc(C(F)(F)F)c3)no2)[nH]1,.,-6%
4%,CC1CN(C(=O)c2cc(Br)c(Br)s2)CC(C)O1 (stereo unspecified),.,-5%
1%,O=C(Cc1cccc2ccccc12)N/N=C1\CCCc2ccccc21,.,-12%

The listing continues:
FEN1 inh,compound,N370S GC mod,KAT2A inh
-13%,c1ccc(CNc2ccc3c(c2)ncn3C2CCCCC2)nc1,0%,-9%
3%,CCCn1c(SCC(=O)Nc2nonc2C)nnc1-c1ccoc1C,1%,-7%
-10%,CSc1nc2ccc(NC(=O)C3=NNC(=O)CC3)cc2s1,-4%,-5%
7%,Cc1ccc(CN2c3ccccc3S(=O)(=O)c3ccccc32)cc1,.,2%
1%,COC(=O)C1=NN(c2ccc(Cl)cc2)C2C(=O)N(c3ccccc3OC)C(=O)C12 (stereo unspecified),-5%,-11%
-2%,CC(C)(C)c1ccc(S(=O)(=O)NNC(=O)C2CCN(Cc3cccc(F)c3)CC2)cc1,-19%,-3%
-5%,CCOC(=O)CCCCNC(=O)Nc1ccccc1,-3%,-10%
4%,O=C(NCc1ccco1)C(c1ccncc1)N(C(=O)Cn1nnc2ccccc21)c1ccccc1F (stereo unspecified),-2%,0%
23%,COc1ccc(CCNS(=O)(=O)c2c(C)nc3sc(C)cn3c2=O)cc1OC,.,-6%
10%,CN1CCN(CCCNc2c(C=O)c(=O)[nH]c3ccccc23)CC1,0%,1%
17%,O=S(=O)(NCCc1csc2nc(-c3ccc(F)cc3)nn12)c1ccc2c(c1)OCCO2,.,0%
0%,O=C(NC1CCCC1)C(c1ccc(F)cc1)N(Cc1ccc(F)cc1)C(=O)CCl (stereo unspecified),6%,1%

Next compounds follow:
FEN1 inh,compound,N370S GC mod,KAT2A inh
-5%,COC(=O)c1ccc2c(c1)N(CC(=O)Nc1cccc(C(F)(F)F)c1)C(=O)c1ccccc1S2,.,-3%
18%,Cc1c(O)ccc2c(CN3CCOCC3)cc(=O)oc12,?,?
-4%,O=C1NC(c2cccs2)C(C(=O)c2ccccc2)C(O)(C(F)(F)F)N1 (stereo unspecified),6%,-2%
4%,COCCNC(=O)c1c[nH]c2cc(OC)c(OC)cc2c1=O,5%,3%
4%,Cc1ccc(/C=C2/SC(=O)N(CC(=O)N3CCOCC3)C2=O)s1,-14%,-7%

17 structures already listed, arranged by length of the SMILES, low to high.
FEN1 inh,compound,N370S GC mod,KAT2A inh
-5%,CCOC(=O)CCCCNC(=O)Nc1ccccc1,-3%,-10%
0%,CCCCOc1ccc(C(=O)NCc2ccco2)cc1,10%,-11%
18%,Cc1c(O)ccc2c(CN3CCOCC3)cc(=O)oc12,?,?
4%,CC1CN(C(=O)c2cc(Br)c(Br)s2)CC(C)O1 (stereo unspecified),.,-5%
-13%,c1ccc(CNc2ccc3c(c2)ncn3C2CCCCC2)nc1,0%,-9%
-10%,CSc1nc2ccc(NC(=O)C3=NNC(=O)CC3)cc2s1,-4%,-5%
3%,CCCn1c(SCC(=O)Nc2nonc2C)nnc1-c1ccoc1C,1%,-7%
1%,O=C(Cc1cccc2ccccc12)N/N=C1\CCCc2ccccc21,.,-12%
7%,Cc1ccc(CN2c3ccccc3S(=O)(=O)c3ccccc32)cc1,.,2%
10%,CN1CCN(CCCNc2c(C=O)c(=O)[nH]c3ccccc23)CC1,0%,1%
4%,Cc1ccc(/C=C2/SC(=O)N(CC(=O)N3CCOCC3)C2=O)s1,-14%,-7%
23%,COc1ccc(CCNS(=O)(=O)c2c(C)nc3sc(C)cn3c2=O)cc1OC,.,-6%
0%,O=C(NC1CCCC1)C(c1ccc(F)cc1)N(Cc1ccc(F)cc1)C(=O)CCl (stereo unspecified),6%,1%
1%,COC(=O)C1=NN(c2ccc(Cl)cc2)C2C(=O)N(c3ccccc3OC)C(=O)C12 (stereo unspecified),-5%,-11%
-2%,CC(C)(C)c1ccc(S(=O)(=O)NNC(=O)C2CCN(Cc3cccc(F)c3)CC2)cc1,-19%,-3%
7%,COc1ccc(OC)c(C2C(C(=O)c3sc(C)nc3C)=C(O)C(=O)N2CCN2CCOCC2)c1 (stereo unspecified),-9%,0%
-5%,COC(=O)c1ccc2c(c1)N(CC(=O)Nc1cccc(C(F)(F)F)c1)C(=O)c1ccccc1S2,.,-3%
